# From PubChem
# Growth percent in the NCI-60 one-dose screen (48 h, 10 µM unless noted): 100 = growth as untreated, 0 = no growth, -100 = all killed.
# SK-MEL-2 = SK-MEL-2 melanoma. hit rate 4.7% among 77,000. AID 1794763
# SK-MEL-28 = SK-MEL-28 melanoma. hit rate 4.1% among 81,000. AID 1794761
# HS 578T = HS 578T breast cancer. hit rate 4.1% among 78,000
# SK-MEL-5 = SK-MEL-5 melanoma; hit rate 6.4% among 80,000
# MALME-3M = MALME-3M melanoma. AID 1794766. hit rate 5.8% among 78,000
# T-47D = T-47D breast cancer | hit rate 5% among 79,000
# UACC-257 = UACC-257 melanoma | hit rate 4.4% among 78,000
# LOX IMVI = LOX IMVI melanoma; hit rate 7.4% among 79,000; AID 1794757
# Numbers without * were called inactive; . = no result given; & = joins results of further samples. How the source made its calls: active means growth percent below 10; inactive means the rest.
[1] Clc1ccccc1/C=N\Nc1ccccn1
[2] O=C1CCC23OC(c4ccccc4N12)C(O)C(O)C3O (stereo not given)
[3] CC(C)C(=O)Nc1n[nH]c2cc(-c3cccc(NS(=O)(=O)C4CC4)c3)ccc12
[4] O=C1NC(c2cccc([N+](=O)[O-])c2)c2sc3c(F)cccc3c2C1N1CCOCC1 (stereo not given)
[5] COc1ccc2nc(-c3ccc(-n4cncc4-c4ccc(OC)c(N)c4)cc3)sc2c1
[6] O=C(c1ccccc1)c1ccc(O)c2ncccc12
[7] CC(c1ccccc1)C1CC(=O)N(C)C1=O (stereo not given)
[8] CCCn1cnc2c(SCc3ccccc3F)nc(N)nc21

assay / entry	1	2	3	4	5	6	7	8
SK-MEL-2	93	95	78	113	112	43	104	.
SK-MEL-28	99	118	78	111	106	68	106	108
HS 578T	99	105	78	.	101	53	107	104
SK-MEL-5	89	111	25	99	105	27	102	106
MALME-3M	110	92	66	100	131	56	108	111
T-47D	62	110	.	85	102	11	115	116
UACC-257	105	102	67	111	109	17	106	108
LOX IMVI	93	100	65	101	113	31	110	.

[9] CCOc1ccc2c(O)csc2c1
[10] Fc1ccc(Cn2cc(CSc3nc4ccccc4o3)nn2)cc1F
[11] CCOC(=O)c1ccoc1
[12] CN1C(=O)C2(SCC(C(=O)NC(C)(C)C)N2C(=O)C2CCCCC2)c2cc(F)ccc21 (stereo not given)
[13] CC(C)(C)c1ccc(CC(Cc2ccc(C(C)(C)C)cc2)(C2=N[C@H](c3ccccc3)CO2)C2=N[C@@H](c3ccccc3)CO2)cc1
[14] CC(=O)c1ccc(OCC(=O)Nc2nc(-c3ccccc3)cs2)cc1
[15] CN1c2ccccc2Sc2cc(/C=N/Nc3ccnc4cc(Cl)ccc34)ccc21
[16] CCOC(=O)C(C)(C#N)C(C)CC (stereo not given)

assay / entry	9	10	11	12	13	14	15	16
SK-MEL-2	112	102	.	98	104	92	98	114
SK-MEL-28	108	102	106	111	81	112	103	115
HS 578T	112	101	100	95	93	105	105	136
SK-MEL-5	108	98	100	99	93	98	95	105
MALME-3M	118	103	100	98	72	97	95	121
T-47D	122	82	94	96	62	97	87	110
UACC-257	106	102	80	100	84	85	96	103
LOX IMVI	103	98	100	93	93	96	48	95

[17] CC(=O)OC[C@]12CC[C@@H](C)[C@H](C)[C@H]1C1=CC[C@@H]3[C@@]4(C)CCCNC(C)(C)[C@@H]4CC[C@@]3(C)[C@]1(C)CC2
[18] COc1ccccc1/C=C1\NC(=S)N(/C=C2\C(=O)Oc3ccccc3C2=O)C1=O
[19] O=C(c1nc2ccccc2[nH]1)C1C(c2ccco2)C2CSCN2[C@@]12C(=O)Nc1ccccc12 (stereo not given in full)
[20] C=C(C)CC1CC(=O)OC1=O (stereo not given)
[21] CCOC(=O)c1nc2c3ccccc3ccn2c1C(=O)OC
[22] CC(C)N1C(=O)/C(=c2\sc3n(c2=O)NC2C(N=3)N(C)C(=O)N2C)c2ccccc21 (stereo not given)
[23] O=C(Nc1ncc(Cc2ccc(Cl)cc2)s1)C1COc2ccccc2O1 (stereo not given)
[24] Clc1ncnc2nc[nH]c12

assay / entry	17	18	19	20	21	22	23	24
SK-MEL-2	91	115	124	91	102	105	91	118
SK-MEL-28	78	121	107	103	97	104	85	100
HS 578T	81	90	91	115	105	96	86	98
SK-MEL-5	77	107	98	107	97	97	91	99
MALME-3M	96	96	102	100	100	97	85	106
T-47D	57	86	85	86	76	90	83	91
UACC-257	78	98	116	91	102	100	102	103
LOX IMVI	80	92	92	102	109	92	90	95

[25] COc1ccc(CN2c3ccccc3Sc3ccccc32)c(F)c1
[26] CSc1nn(-c2ccccc2)c2ncnc(Oc3ccc(C)cc3)c12
[27] CC(=O)Nc1nc(Cl)c2[nH]cnc2n1
[28] COc1cc(/C=N/NC(=O)CSc2nc3ccccc3c(=O)n2Cc2ccc(S(N)(=O)=O)cc2)cc(OC)c1OC
[29] CS(=O)(=O)c1ccc(-c2cnc3ccc(-c4cccc(C(=O)N5CCNCC5)c4)nn23)cc1
[30] CCOC(=O)C1C(=O)C=C(c2ccc(OC)cc2)CC1c1sc(N(C)Cc2ccccc2)nc1Cl (stereo not given)
[31] Cc1cc(C)c(C)c(C(=O)CCC(=O)O)c1C
[32] Cc1c2c(c(C)c3c1oc1ccc(O)cc13)C(=O)N(N)C2=O

assay / entry	25	26	27	28	29	30	31	32
SK-MEL-2	30	75	112	100	97	74	101	79
SK-MEL-28	53	99	106	108	95	94	119	91
HS 578T	22	86	110	85	75	49	102	73
SK-MEL-5	26	94	106	99	96	81	108	60
MALME-3M	57	92	109	105	69	93	103	78
T-47D	12	83	98	91	23	64	96	56
UACC-257	52	93	100	106	89	91	109	115
LOX IMVI	53	95	107	94	81	92	102	60

[33] CNC1(C)C2CCC(C2)C1(C)C (stereo not given)
[34] CCCCOC(=O)c1cc(=O)[nH]c(=O)[nH]1
[35] COc1ccc(S(=O)(=O)n2c3ccccc3n3ncc(-c4nnc(C)o4)c23)cc1
[36] CC(C)[C@H](C(=O)N(C(=O)NC1CCCCC1)C1CCCCC1)N1C(=O)c2ccccc2C1=O
[37] COC(=O)CC[C@@H](C)[C@H]1CC[C@H]2[C@@H]3CC[C@@H]4C[C@H](O)CC[C@]4(C)C3=CC(=O)[C@]12C
[38] COc1ccc(-c2nc(-c3ccc(C)cc3)nc3[nH]c(-c4ccc(F)cc4)cc23)cc1
[39] O=C(Nc1ccc(Cl)c(C(F)(F)F)c1)c1cc(-c2ccc(F)cc2F)ccc1O
[40] COc1cc2c(cc1OC)C1CC(c3ccccc3)=C(c3ccccc3)CN1CC2 (stereo not given)

assay / entry	33	34	35	36	37	38	39	40
SK-MEL-2	119	97	67	77	102	97	105	66
SK-MEL-28	110	109	65	110	111	103	104	72
HS 578T	107	113	27	111	104	80	99	88
SK-MEL-5	111	98	21	98	90	102	102	81
MALME-3M	102	98	67	89	.	86	103	78
T-47D	92	89	42	69	108	72	104	70
UACC-257	97	89	84	85	105	94	100	94
LOX IMVI	101	91	37	91	105	85	98	74

[41] O=C1OC(c2ccc(-c3ccccc3)cc2)=C/C1=C/c1c2ccccc2cc2ccccc12
[42] O=C(/C=C/c1cn(-c2ccccc2)nc1-c1ccccc1)c1cc2ccccc2oc1=O
[43] Cc1c(C(=O)NNC(=O)c2ccc(Cl)cc2)nnn1-c1ccc(Br)cc1
[44] CCC1(CC)COC(c2ccc(C)cc2)OC1
[45] CC1CN(C(=S)S)C(C)CN1 (stereo not given)
[46] COC(=O)CC(C)Cc1ccc(OC)c(OC)c1 (stereo not given)
[47] Cc1cc(CSc2ccccc2C(=O)N2CC=C(c3ccccc3)CC2)on1
[48] O=C1c2ccc3ccccc3c2CCC1C1([n+]2ccccc2)CCc2c(ccc3ccccc23)C1=O (stereo not given)

assay / entry	41	42	43	44	45	46	47	48
SK-MEL-2	.	106	107	115	99&112	97	94	93
SK-MEL-28	88	108	96	90	103&112	115	98	104
HS 578T	90	107	.	95	101	101	100	106
SK-MEL-5	104	93	98	102	104&108	101	97	99
MALME-3M	113	105	94	108	91&109	99	96	111
T-47D	102	84	93	.	96&108	96	75	89
UACC-257	-48*	101	98	101	96&100	105	.	80
LOX IMVI	96	100	.	99	105	96	92	92

[49] CCOc1cc(/C=N\Nc2ccc([N+](=O)[O-])cn2)ccc1O
[50] N#Cc1ccc(C(=O)CSc2nc3c(c(Nc4cccc(S(N)(=O)=O)c4)n2)CCC3)cc1
[51] O=C1CSC(=S)N1CCc1ccc(O)cc1
[52] Nc1nc(Nc2ccc(F)cc2)nn1C(=O)c1cc(Cl)ccc1Cl
[53] Cc1[nH]c2ncnc(Nc3ccc(NC(=O)Nc4cccc(Cl)c4)c(F)c3)c2c1C
[54] CS(=O)(=O)Oc1ccc2c3c(c(=O)oc2c1)CCCCCC3
[55] O=C(Nc1ccccc1)C1CN(Cc2ccccc2F)CCS1 (stereo not given)
[56] O=C(CCl)n1c(-c2ccccc2)nc2ccccc21

assay / entry	49	50	51	52	53	54	55	56
SK-MEL-2	121	.	103	97	108	92	98	102
SK-MEL-28	122	96	101	86	102	104	105	106
HS 578T	103	104	84	56	94	91	93	95
SK-MEL-5	115	71	97	87	99	42	99	99
MALME-3M	133	105	85	108	97	86	97	97
T-47D	110	69	38	85	104	49	101	95
UACC-257	98	91	92	106	106	93	104	99
LOX IMVI	94	87	77	48	90	85	96	95

# Fetched one by one from the entries so far (2):
[54] CS(=O)(=O)Oc1ccc2c3c(c(=O)oc2c1)CCCCCC3
[52] Nc1nc(Nc2ccc(F)cc2)nn1C(=O)c1cc(Cl)ccc1Cl

assay / entry	54	52
SK-MEL-2	92	97
SK-MEL-28	104	86
HS 578T	91	56
SK-MEL-5	42	87
MALME-3M	86	108
T-47D	49	85
UACC-257	93	106
LOX IMVI	85	48

# The results go on:
[57] COc1ccc(-n2sc(=O)n(Cc3ccc(COC(=O)C(C)c4ccc(CC(C)C)cc4)cc3)c2=O)cc1 (stereo not given)
[58] COc1ccc(C(C)n2cc(-c3ccccc3)nn2)cc1OC1CCCC1 (stereo not given)
[59] O=C(Cc1ccccc1)Nc1cccc(N=Cc2ccccc2O)c1
[60] Nc1nc(SCc2ccccc2)cc(C(=O)O)n1
[61] COc1ccc(/C=C/C=C/C(=O)c2ccc(NC(=O)Nc3ccccc3)cc2)cc1
[62] COc1ccc(/C=C/c2nc3ccccc3c(=O)n2CC(=O)Nc2ccccc2)cc1
[63] Cc1ccc(-c2noc(-c3ccc4c(c3)OCCO4)n2)cc1
[64] CC(C)(C)Nc1c(-c2cccnc2)nc2ncccn12

assay / entry	57	58	59	60	61	62	63	64
SK-MEL-2	90	95	116	108	86	81	93	97
SK-MEL-28	53	119	111	101	98	79	99	105
HS 578T	78	90	108	99	87	9.9*	96	107
SK-MEL-5	.	87	106	112	92	72	90	97
MALME-3M	-49*	76	106	104	90	61	89	112
T-47D	11	86	92	96	47	-20*	73	79
UACC-257	55	100	105	106	94	93	95	92
LOX IMVI	-76*	80	100	95	93	27	94	98

[65] Cn1c(N)c(N)c(=O)[nH]c1=O
[66] C=C(C)[C@@H]1CC[C@]2(C(=O)O)CC[C@]3(C)[C@H](CC[C@@H]4[C@@]5(C)CC[C@H](NC(=O)C(Cl)Cl)C(C)(C)[C@@H]5CC[C@]43C)[C@@H]12
[67] C=C(C)[C@H]1CC/C(C)=C/CC[C@@]2(C)O[C@@H]2CC/C(COC(C)=O)=C\[C@@H]1OC(C)=O
[68] Cc1ccc2[nH]c(=O)c3c(c2c1)OC(N)=C(C#N)C31c2cc(Br)ccc2-c2ccc(Br)cc21
[69] CC1(C(=O)OCc2ccccc2)C(=O)C2=C(CCCCC2)N1c1ccccc1 (stereo not given)
[70] COc1ccc(-c2nnc(CSc3nc(-c4ccc(F)cc4)c(C#N)c(=O)[nH]3)o2)cc1
[71] N#Cc1c(N)n2c(nc1=Nc1ccc(Cl)cc1)sc1cc(Cl)c(Cl)cc12
[72] O=C(/C=C/C(=O)Oc1ccccc1)Oc1ccccc1

assay / entry	65	66	67	68	69	70	71	72
SK-MEL-2	102	83	105	77	100	105	81	121
SK-MEL-28	108	94	110	67	101	116	123	112
HS 578T	87	85	108	71	94	107	108	102
SK-MEL-5	102	83	112	56	94	101	80	97
MALME-3M	98	78	110	55	97	97	93	.
T-47D	98	78	106	39	65	89	74	97
UACC-257	108	78	94	77	95	90	107	101
LOX IMVI	108	72	103	63	93	94	89	91

# Of the compounds above, 14 have an aryl methoxy group:
[5] COc1ccc2nc(-c3ccc(-n4cncc4-c4ccc(OC)c(N)c4)cc3)sc2c1
[18] COc1ccccc1/C=C1\NC(=S)N(/C=C2\C(=O)Oc3ccccc3C2=O)C1=O
[25] COc1ccc(CN2c3ccccc3Sc3ccccc32)c(F)c1
[28] COc1cc(/C=N/NC(=O)CSc2nc3ccccc3c(=O)n2Cc2ccc(S(N)(=O)=O)cc2)cc(OC)c1OC
[30] CCOC(=O)C1C(=O)C=C(c2ccc(OC)cc2)CC1c1sc(N(C)Cc2ccccc2)nc1Cl (stereo not given)
[35] COc1ccc(S(=O)(=O)n2c3ccccc3n3ncc(-c4nnc(C)o4)c23)cc1
[38] COc1ccc(-c2nc(-c3ccc(C)cc3)nc3[nH]c(-c4ccc(F)cc4)cc23)cc1
[40] COc1cc2c(cc1OC)C1CC(c3ccccc3)=C(c3ccccc3)CN1CC2 (stereo not given)
[46] COC(=O)CC(C)Cc1ccc(OC)c(OC)c1 (stereo not given)
[57] COc1ccc(-n2sc(=O)n(Cc3ccc(COC(=O)C(C)c4ccc(CC(C)C)cc4)cc3)c2=O)cc1 (stereo not given)

assay / entry	5	18	25	28	30	35	38	40	46	57
SK-MEL-2	112	115	30	100	74	67	97	66	97	90
SK-MEL-28	106	121	53	108	94	65	103	72	115	53
HS 578T	101	90	22	85	49	27	80	88	101	78
SK-MEL-5	105	107	26	99	81	21	102	81	101	.
MALME-3M	131	96	57	105	93	67	86	78	99	-49*
T-47D	102	86	12	91	64	42	72	70	96	11
UACC-257	109	98	52	106	91	84	94	94	105	55
LOX IMVI	113	92	53	94	92	37	85	74	96	-76*

[58] COc1ccc(C(C)n2cc(-c3ccccc3)nn2)cc1OC1CCCC1 (stereo not given)
[61] COc1ccc(/C=C/C=C/C(=O)c2ccc(NC(=O)Nc3ccccc3)cc2)cc1
[62] COc1ccc(/C=C/c2nc3ccccc3c(=O)n2CC(=O)Nc2ccccc2)cc1
[70] COc1ccc(-c2nnc(CSc3nc(-c4ccc(F)cc4)c(C#N)c(=O)[nH]3)o2)cc1

assay / entry	58	61	62	70
SK-MEL-2	95	86	81	105
SK-MEL-28	119	98	79	116
HS 578T	90	87	9.9*	107
SK-MEL-5	87	92	72	101
MALME-3M	76	90	61	97
T-47D	86	47	-20*	89
UACC-257	100	94	93	90
LOX IMVI	80	93	27	94
